MBD2 inh = inhibitors of MBD2 binding to methylated DNA, primary screen, biochemical, TR-FRET, DNA-binding domain, human; Methyl-CpG-binding domain protein 2 (Homo sapiens), Q9UBB5; MBD2 binding to methylated oligonucleotide; inhibition, % at 4.4 µM; 370,000 tested, 0.31% active; AID 686964, 2013; in the data active = inhibition above about 13%
rCAG binder = binders of r(CAG) RNA repeats, primary screen, biochemical, fluorescence; r(CAG) RNA repeat, TO-PRO-1 dye displacement fluorescence; 370,000 tested, 1.3% active; inhibition, % at 3 µM;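 active = inhibition above the plate cutoff, the mean of all test compounds on that plate plus 3 SD, cut at about 35% in these data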;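 note: 0% = DMSO alone and 100% = 100 µM mitoxantrone as full dye displacement; higher means more dye released from RNA so lower well fluorescence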
HTRA1 inhibitor = HTRA1 serine protease inhibitors, primary screen, biochemical, fluorescence polarization, HTS; 340,000 tested, 0.5% active; inhibition, % at 5.96 µM; recombinant HTRA1, FP-rhodamine activity-based probe; in the data active = inhibition above about 36%;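 note: 0% = enzyme with DMSO and 100% = wells lacking enzyme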
NPR2 activator = human GC-B receptor activators, primary screen, HEK293 GC-B cells, cGMP TR-FRET, EC30 CNP; Atrial natriuretic peptide receptor 2 (Homo sapiens), P20594; 0% at EC30 CNP, 100% saturating CNP; activation, % at 10 µM; 370,000 tested, 0.11% active;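 active = activation at 10 µM reaching about 35% in either raw or pattern-adjusted values, limit read from the data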
TCR CD3 inh = inhibitors of human TCR-CD3 interaction, primary screen, biochemical, fluorescence, TAMRA-labeled TCR probe; T-cell receptor (TCR); inhibition, % at 9.4 µM; 360,000 tested, 0.37% active; in the data active = inhibition above about 19%;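 note: recombinant mutant TCR 2C K166C tagged with TAMRA read by polarization; 0% = receptor in buffer alone and 100% = receptor with positive control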
UHRF1 binding = UHRF1 methylated DNA binding inhibitors, primary screen, counter-screen for MBD2 inhibitor project, biochemical, TR-FRET, human UHRF1, single concentration | E3 ubiquitin-protein ligase UHRF1 (Homo sapiens), Q96T88 | UHRF1 binding to methylated oligo | inhibition, % at 4.4 µM | 370,000 tested, 0.75% active | AID 687016, 2013; in the data active = inhibition above about 21%;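 note: UHRF1 SRA domain binding a hemimethylated CpG hairpin DNA probe; 0% = median of test compound wells and 100% = reference inhibitor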
GC-A act = GC-A stimulated cGMP production enhancers – HEK293 GC-A cells, cGMP TR-FRET, EC30 ANP, primary screen; Atrial natriuretic peptide receptor 1 (Homo sapiens), P16066; 0% at EC30 ANP, 100% saturating ANP; activation, % at 10 µM; 370,000 tested, 0.14% active; in the data active = activation above about 40%
ABHD4 inh = ABHD4 inhibitors, primary screen, biochemical, fluorescence polarization, mouse; purified mABHD4, FP-Rh probe fluorescence polarization; inhibition, % at 8.92 µM; 370,000 tested, 0.54% active;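 active = inhibition exceeding the mean over every tested compound plus 3 SD, cut at about 30% in these data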;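 note: 0% = plate median of compound wells and 100% = S159A mutant with DMSO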
Target sequence (Q8VD66 whole entry, looked up): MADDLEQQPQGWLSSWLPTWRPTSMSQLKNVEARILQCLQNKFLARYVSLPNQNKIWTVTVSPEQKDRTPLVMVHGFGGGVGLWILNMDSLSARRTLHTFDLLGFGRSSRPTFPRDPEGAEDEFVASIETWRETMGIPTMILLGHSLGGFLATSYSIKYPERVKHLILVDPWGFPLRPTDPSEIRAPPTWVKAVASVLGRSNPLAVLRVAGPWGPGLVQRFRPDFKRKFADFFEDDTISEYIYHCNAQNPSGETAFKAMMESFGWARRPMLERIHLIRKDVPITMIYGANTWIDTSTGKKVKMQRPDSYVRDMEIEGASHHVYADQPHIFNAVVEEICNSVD
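Assay system: Wild-type mouse ABHD4 protein | Medium: HEPES pH 7.0 buffer, 150 mM NaCl, 0.01% Pluronic F-127 | Incubation: Enzyme–compound pre-incubation 45 min, then probe 60 min, both 25 °C | Technique: Fluorescence polarization with parallel and perpendicular emission, 525/598 nm | Evaluation: % inhibition of FP-Rh probe binding versus controls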
PRMT1 FP inh = PRMT1 methyltransferase inhibitors, primary screen, biochemical, fluorescence polarization; recombinant PRMT1, activity-based probe fluorescence polarization; 370,000 tested, 1.3% active; AID 652257, 2013; inhibition, % at 2.79 µM; Protein arginine N-methyltransferase 1 (Homo sapiens), Q99873;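 active = inhibition above about 21% made by adding two undisclosed values, limit read from the data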
SIAE inh = human SIAE inhibitors, primary screen, biochemical, fluorescence polarization, FP-Rh probe, 1536-well HTS | Sialate O-acetylesterase (Homo sapiens), Q9HAT2 | SIAE FP-Rh probe binding | inhibition, % at 9.66 µM | 370,000 tested, 0.69% active | AID 1053197, 2014;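 active = inhibition above a cutoff: mean of compounds within the control limits plus 3 SD of those, cut at about 17% in these data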;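 note: 0% = plate median of compound wells and 100% = probe without SIAE protein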
Target sequence (Q9HAT2 whole entry, looked up): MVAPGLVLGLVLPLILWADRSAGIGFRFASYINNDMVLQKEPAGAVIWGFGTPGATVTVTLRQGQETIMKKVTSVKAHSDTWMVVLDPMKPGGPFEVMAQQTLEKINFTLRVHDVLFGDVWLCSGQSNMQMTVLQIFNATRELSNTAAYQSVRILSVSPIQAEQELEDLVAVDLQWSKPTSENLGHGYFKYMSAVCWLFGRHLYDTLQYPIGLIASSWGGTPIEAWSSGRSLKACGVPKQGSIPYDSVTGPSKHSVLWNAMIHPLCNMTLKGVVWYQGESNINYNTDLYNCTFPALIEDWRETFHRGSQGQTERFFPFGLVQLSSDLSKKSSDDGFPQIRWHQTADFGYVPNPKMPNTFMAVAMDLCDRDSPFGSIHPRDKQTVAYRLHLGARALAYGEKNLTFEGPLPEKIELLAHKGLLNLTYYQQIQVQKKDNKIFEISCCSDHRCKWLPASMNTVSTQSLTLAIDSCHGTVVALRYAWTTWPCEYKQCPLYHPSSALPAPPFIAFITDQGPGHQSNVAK
Active calls of the source: *; . = not tested or not shown. Some of the compounds tested (hit frequency here may not be typical).

Structure	MBD2 inh	rCAG binder	HTRA1 inhibitor	NPR2 activator	TCR CD3 inh	UHRF1 binding	GC-A act	ABHD4 inh	PRMT1 FP inh	SIAE inh
C[C@]12C[C@H](O)[C@@H]3c4ccc(O)cc4CCC3[C@@H]1CCC2=O (some centres undefined)	1	0	-1	-1	-5	4	0	-1	-5	2
COc1ccc(-n2c(C)c3c(C)nnc(C)c3c2C)cc1OC	-3	7	5	0	-1	-1	2	-2	-2	7
O=C(Nc1ccc(F)cc1)Nc1ccccc1F	1	-1	-2	5	0	13	2	-2	1	-3
CCOC(=O)c1cn2nc(-c3ccc(OCC)cc3)cc2nc1C1CCN(C(=O)OC(C)(C)C)CC1	-4	1	3	-1	4	0	0	-1	0	1
CC12COC3(C(=O)N4CCN(c5ccccn5)CC4)CC1CCC32C (centres undefined)	-2	-4	1	4	3	1	1	-3	0	6
COc1ccc(/C(C)=N/NC(=O)CNC(=O)/C=C\c2ccco2)cc1	-2	6	6	3	1	4	-2	3	3	-2
Cc1ccc(NC(=O)Cc2c[nH]c3ccccc23)cc1S(=O)(=O)N1CCCCCC1	1	3	-7	1	2	-3	1	-2	2	4
Cc1ccc(S(=O)(=O)CC(=O)c2ccc([N+](=O)[O-])cc2)cc1	3	4	-4	6	0	3	-3	2	1	0
Cc1c(CNCCc2ccc(Cl)cc2)c(C(=O)O)c(C)n1Cc1ccccc1	-2	-4	-10	2	-4	4	3	2	4	1
CCn1c(=O)c(C(=O)CN(C)Cc2cccc(OC)c2OC)c(N)n(Cc2ccccc2)c1=O	0	-3	3	-4	-4	2	-2	13	1	2
C=CCOC(=O)C1=C(C)NC(=O)NC1c1cc2c(cc1Br)OCO2 (centres undefined)	-2	-5	-4	-5	4	0	-16	-1	-1	-7
Cn1c(=N)n(CC(=O)c2ccc(F)cc2)c2ccccc21	0	2	-4	-2	4	1	2	-4	-3	3
COc1cccc(-c2nc(N3CCC(C)CC3)c3ccccc3n2)c1O	-2	-1	-7	-5	-2	1	4	-1	-2	-4
CCn1c(-c2cc(Br)cc(OC)c2O)nc2cc(S(=O)(=O)N(C)C)ccc21	3	9	10	0	6	-4	2	0	4	0
CC(C)(CC(=O)OCC(=O)Nc1ccccc1F)CC1=NS(=O)(=O)c2ccccc2N1	1	1	-4	3	2	-3	3	3	-1	-7
COc1ccc(C(=O)NCCn2cc(SCC(=O)N3CCOCC3)c3ccccc32)cc1	1	0	-6	0	2	1	3	-4	2	4
O=C(NCc1cccc2[nH]ccc12)C1CCC(=O)N(CCc2ccccc2)C1 (centres undefined)	4	1	6	0	-12	2	-2	-9	7	-6
CCc1nnc(NC(=O)CCC(=O)O)s1	-5	0	5	0	-8	0	0	-1	-1	10
COc1ccc(-c2noc(CN(C(=O)c3ccc4c(c3)OCO4)C(C)C)n2)cc1OC	-4	-7	-15	1	9	-3	5	-2	-1	5
CN(C)S(=O)(=O)c1ccc(-c2cn3ccccc3n2)cc1	0	1	-2	-1	7	-1	0	3	4	3
COC(=O)CN1C(=O)C(O)(CC(=O)c2ccc(Br)cc2)c2ccccc21 (centres undefined)	8	-1	0	-6	-2	2	-2	-10	4	-9
CCOc1nc(N2CCCCC2)nc(-n2cc(-c3ccccc3)nn2)n1	-1	2	-2	-3	7	-1	-2	-4	-1	1
COc1c(F)c(F)c(-c2csc(N)n2)c(F)c1F	4	-1	-1	6	-4	-1	-1	5	1	9
O=C(NCCc1ccccn1)c1cccnc1Oc1ccc(Cl)cc1	1	-3	-3	2	4	3	-1	1	0	4
Cc1ccc(-c2nc(CS(=O)CC(=O)NCCCN3CC(C)CC(C)C3)c(C)o2)cc1 (centres undefined)	-6	-2	2	3	4	1	8	-5	0	3
CCCn1c(NCc2ccc(C)o2)nc2ccccc21	1	-4	-6	-5	-4	1	-8	5	3	-1
COc1ccc(-c2coc3cc(O)cc(O)c3c2=O)cc1	7	6	-5	-3	-1	0	1	-10	8	-8
COc1cc(NC(=O)COC(=O)C2CC(O)CN2S(=O)(=O)c2ccc(Cl)cc2)c(C)cc1[N+](=O)[O-] (centres undefined)	0	4	2	-8	-1	-2	-12	-6	-3	-2
O=C(OC1CC2CC1[C@H]1CCCCN1C2=O)N1CCN(S(=O)(=O)c2ccccc2)CC1 (some centres undefined)	2	0	.	2	1	-3	3	3	-2	0
CCCc1ccc(S(=O)(=O)N2CCN(C(=O)c3cc(C)on3)CC2)cc1	-7	0	-2	-2	7	1	6	2	2	0

Next part
Structure	MBD2 inh	rCAG binder	HTRA1 inhibitor	NPR2 activator	TCR CD3 inh	UHRF1 binding	GC-A act	ABHD4 inh	PRMT1 FP inh	SIAE inh
CCC(C(=O)NC(CC(=O)O)c1ccc(Cl)cc1)c1ccccc1 (centres undefined)	-7	3	1	-2	2	1	-3	2	-1	1
CC(C)CC(=O)OCC(=O)Nc1ccccc1Sc1ccccc1	-5	-10	-14	3	-6	4	-2	4	2	0
Cc1cccc(C(=O)Nc2cccc(-c3ccc4nncn4n3)c2)c1	2	-1	-54	-2	-2	7	-6	-8	7	-3
CCCCCc1ccc(-c2ccc(/C=C/C(=O)O)cc2)nc1	-6	7	-4	-1	4	0	11	-3	0	-1
CCc1cccc(C)c1NC(=O)CNCc1ccccc1	2	-7	4	-2	-1	-1	-6	1	-1	2
O=C(NCCCN1CCN(c2ccccc2)CC1)Nc1ccccc1C(F)(F)F	-1	-6	7	-1	-1	-1	-2	2	1	-1
COC(=O)CC1C(=O)NCCN1C(=O)c1ccc(S(=O)(=O)N2CCOCC2)cc1 (centres undefined)	0	0	2	4	3	6	-1	4	2	-11
Cc1ccc(NC(=O)c2ccc(S(=O)(=O)N3CCCC3)cc2)cc1	-1	-2	-2	5	0	1	6	-6	3	-4
CCOc1ccc(C(=O)NC(=S)Nc2ccc(N3CCC(C)CC3)cc2)cc1[N+](=O)[O-]	-3	6	4	-11	2	-3	-8	-5	-2	2
Cc1nc2ccc(C(=O)N3CCN(C(=O)C(C)(C)C)CC3)cc2n1C1CCCC1	-7	1	.	-4	.	0	-2	-2	-5	1
CC[C@@]1(C(=O)OC)N[C@H](CN(C)C(=O)Nc2ccccc2)[C@@H]2C(=O)N(C)C(=O)[C@@H]21	-4	2	-4	2	2	0	2	6	1	-4
N#Cc1nc(COc2cccc(Cl)c2)oc1NCc1ccncc1	-2	0	-11	-3	5	0	4	-12	1	-5
FC(F)(F)c1cccc(Cc2noc(CN3CCC(c4ccncc4)CC3)n2)c1	-1	-8	0	-2	3	-1	4	-7	-1	0
CCCC1(c2ccccc2)NC(=O)N(C/C=C/Cl)C1=O (centres undefined)	0	2	1	-8	-5	-2	-14	-2	-4	7
CC(C)NC(=O)C1(C)CSCC(=O)N1C1CCN(Cc2ccccc2)CC1 (centres undefined)	4	1	.	6	5	-1	0	-2	-2	-1
Cc1cc(C)c(C#N)c(SCc2nc3ccccc3[nH]2)n1	3	16	2	4	-4	0	-1	11	9	0
c1ccc(-n2cc(CN3CCCC3)c(-c3ccc4c(c3)OCO4)n2)cc1	-3	2	-20	-2	2	1	-3	5	1	-2
CCOc1ccc2nc(NC(=O)C3CCCO3)sc2c1 (centres undefined)	0	1	2	-8	4	5	3	-6	-1	3
O=C(NCc1cccs1)c1cccn2c(=O)c3sccc3nc12	0	2	2	11	1	-3	15	3	-1	4
O=c1c2ccccc2c(-c2n[nH]c(=S)o2)nn1Cc1ccccc1	-3	22	-12	-3	-3	-1	0	2	8	-4
Cc1ccc(NC(=S)NCc2ccc3[nH]c4c(c3c2)CCCC4)cc1	3	10	1	2	-5	-3	1	7	-1	11
CCOc1ccc(Nc2oc(-c3ccco3)nc2C#N)cc1	-7	4	-3	2	11	-4	1	3	-1	-3
COc1ccccc1C(=O)NCCC(=O)NC1CCCCC1C (centres undefined)	4	-5	8	3	-4	1	3	5	3	6
Cc1cc(-c2nnc(CCC(=O)NC(C)c3cccc4ccccc34)o2)no1 (centres undefined)	1	-6	-9	-1	2	-1	-2	-3	0	1
CCCCCC(=O)N1CC2(CC(c3cccc(NC(=O)CC(c4ccccc4)c4ccccc4)c3)=NO2)C[C@@H]1C(N)=O (some centres undefined)	-5	9	-62	5	5	-1	2	-39	-5	-20
NCc1csc(Nc2nncc3ccccc23)n1	-7	7	.	-14	3	-13	-21	-1	-6	3
CCC1Oc2ccccc2N(CC(=O)NC2CCCCC2)C1=O (centres undefined)	3	0	10	2	1	1	-6	6	1	-1

Whole records from above.
Listed for CCOc1ccc(Nc2oc(-c3ccco3)nc2C#N)cc1 → MBD2 inh: -7; rCAG binder: 4; HTRA1 inhibitor: -3; NPR2 activator: 2; TCR CD3 inh: 11; UHRF1 binding: -4; GC-A act: 1; ABHD4 inh: 3; PRMT1 FP inh: -1; SIAE inh: -3
Listed for CCOc1ccc(C(=O)NC(=S)Nc2ccc(N3CCC(C)CC3)cc2)cc1[N+](=O)[O-] → MBD2 inh: -3; rCAG binder: 6; HTRA1 inhibitor: 4; NPR2 activator: -11; TCR CD3 inh: 2; UHRF1 binding: -3; GC-A act: -8; ABHD4 inh: -5; PRMT1 FP inh: -2; SIAE inh: 2

Source: PubChem BioAssay
